PDI turbidity: PDI (human) enzyme inhibition; inhibition, % at 10 µM; hit rate 0.052% among 350,000; P07237; PDI insulin aggregation turbidity, A650, 90 min; AID 588391;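 active means mean inhibition across replicates of 30% or more, whatever share of single replicates reach that level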;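 further: absorbance from insulin aggregation driven by PDI reduction with DTT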
Target sequence (P07237 whole entry, looked up): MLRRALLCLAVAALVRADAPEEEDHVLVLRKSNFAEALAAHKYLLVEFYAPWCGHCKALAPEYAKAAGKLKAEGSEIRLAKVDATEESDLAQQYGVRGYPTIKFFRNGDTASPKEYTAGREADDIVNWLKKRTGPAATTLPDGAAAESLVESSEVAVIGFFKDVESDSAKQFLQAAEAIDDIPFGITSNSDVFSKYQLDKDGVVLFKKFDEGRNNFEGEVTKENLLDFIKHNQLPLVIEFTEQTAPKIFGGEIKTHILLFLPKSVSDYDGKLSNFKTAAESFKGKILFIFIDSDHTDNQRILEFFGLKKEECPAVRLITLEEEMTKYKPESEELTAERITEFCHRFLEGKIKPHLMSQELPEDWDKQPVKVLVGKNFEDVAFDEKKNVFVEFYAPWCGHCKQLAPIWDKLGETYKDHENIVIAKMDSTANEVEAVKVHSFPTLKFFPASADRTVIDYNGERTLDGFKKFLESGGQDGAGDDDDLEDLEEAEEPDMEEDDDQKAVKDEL
ABCB6 inh 2: human ABCB6 transporter inhibition. hit rate 0.19% among 360,000. fluorescence ratio to DMSO, % at 10 µM. AID 602162. K562-ABCB6 porphyrin accumulation, flow cytometry, 1 h; stronger effect = lower value;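 active means fluorescence ratio to DMSO below 75%, the collection mean minus 3 SD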;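 further: signal is porphyrin accumulated inside mitochondria; 100% equals median channel fluorescence of DMSO control wells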
Glyco luc inh: blocks N-linked glycosylation in D54 reporter cells; hit rate 0.23% among 360,000; reporter increase, % at 12.5 µM; D54 ERlucT glycosylation luciferase reporter, 24 h; percent of 100 nM tunicamycin response;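 active means mean luciferase reporter signal, scaled so untreated is 0 and the glycosylation-blocking control 100, at or above a set limit in every replicate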;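 further: luciferase carries N-glycosylation sites so blocking glycosylation raises the light; 0% = median of neutral control wells and 100% = median of 100 nM tunicamycin wells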
m5-HT2A agonist: activates the mouse 5-HT2A serotonin receptor | CHO-K1 mHTR2A beta-arrestin complementation, luminescence; percent of 30 µM serotonin response | activation, % at 7.6 µM | hit rate 0.66% among 360,000 | AID 624169;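 active means activation above a run cutoff, the mean activation of all tested compounds plus 3 SD, cut at about 14% in these data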;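 further: 0% = plate median of compound wells and 100% = 30 µM serotonin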
Target sequence (P35363 whole entry, looked up): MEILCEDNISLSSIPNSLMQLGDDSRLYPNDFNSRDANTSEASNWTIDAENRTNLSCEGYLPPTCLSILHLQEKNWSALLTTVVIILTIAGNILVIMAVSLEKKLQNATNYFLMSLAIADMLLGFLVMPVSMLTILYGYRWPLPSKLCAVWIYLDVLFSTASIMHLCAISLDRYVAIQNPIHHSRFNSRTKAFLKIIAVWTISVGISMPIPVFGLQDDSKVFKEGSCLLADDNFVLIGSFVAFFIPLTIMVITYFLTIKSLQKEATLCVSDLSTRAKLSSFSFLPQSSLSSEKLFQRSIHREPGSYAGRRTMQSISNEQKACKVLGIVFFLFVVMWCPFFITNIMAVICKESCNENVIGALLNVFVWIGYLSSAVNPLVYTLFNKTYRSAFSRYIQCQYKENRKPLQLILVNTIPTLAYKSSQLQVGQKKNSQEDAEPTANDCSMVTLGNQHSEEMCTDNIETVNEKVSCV
Exocytosis inh: blocks lytic granule exocytosis. AID 651702. TALL-104 LAMP-1 surface exposure, flow cytometry; cells stimulated with thapsigargin and PMA. inhibition, % at 10 µM. hit rate 0.66% among 360,000;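 active means inhibition above about 55%, limit read from the data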
iPSC survival up: hiPSC single-cell survival enhancement. ATPlite luminescence; 100% = ROCK inhibitor wells, 0% = DMSO. survival enhancement, % at 20 µM. hit rate 0.044% among 360,000. AID 602274; in the data active means survival enhancement above about 18%;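 further: cells exposed to compounds for 16 hours before the ATP read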
aDG glyco up: alpha-DG glycosylation activation. activation, % at 10 µM. Pro5-aDG cells, alpha-DG glycosylation AlphaScreen (IIH6); 0% Pro5, 100% B10-LARGE cell signal. hit rate 0.22% among 360,000;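 active means activation of at least 8% versus controls, or a plate z-score of at least 8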;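 further: Pro5 are CHO cells carrying HIG-tagged alpha-DG that lacks glycosylation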
Cardio protect: myocardial damage modulation in H9c2 cells; H9c2 cardiomyocytes, H2O2 injury protection, ATPLite, 2 h; protection from H2O2 cell death, % at 20 µM; hit rate 0.63% among 360,000;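 active means compounds giving at least 50% protection of heart cells from peroxide-induced death in the single-dose screen, raw or plate-pattern-corrected value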;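 further: 0% = DMSO wells with peroxide and 100% = DMSO wells without peroxide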
Vif inh: HIV Vif inhibition; HEK293T cells, Vif self-association by quenched fluorescence, imaging, 24 h; inhibition, % at 7.49 µM; hit rate 0.35% among 340,000; AID 602346; in the data active means inhibition above about 50%, passing the limit was not always enough; further: some results filed as inactive read as strong as hits
CaV13 ICDI inh: Disruptors of the CACNA1D IQ motif to Ca2+-dependent inactivation inhibitor domain association, primary screening, Förster resonance energy transfer in intact living … | HEK cells, CFP/YFP FRET ICDI-IQ, plate reader, 10 min; percent FRET-ratio fall versus neutral wells | inhibition, % at 12.3 µM | hit rate 0.098% among 340,000 | AID 743397;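 active means mean replicate inhibition of at least 30% and at least 1% of replicates passing that level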;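 further: 0% = median of the neutral control wells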
* marks the source's active call; other numbers are inactive results; · = not tested or not shown. An unsorted share of the library. Share with any hit: about 3.1%.

SMILES | PDI turbidity | ABCB6 inh 2 | Glyco luc inh | m5-HT2A agonist | Exocytosis inh | iPSC survival up | aDG glyco up | Cardio protect | Vif inh | CaV13 ICDI inh
COc1ccc(C(=O)NC2CCCc3ccccc32)cc1[N+](=O)[O-] (centres undefined) | -3 | 100 | 8 | -4 | 6 | 0.0 | 0.1 | -3 | -1 | -19
Oc1ccc(C=NCCc2ccccc2)cc1 | -1 | 96 | 1 | 4 | -5 | 0.0 | -0.1 | 4 | 24 | -20
O=C(CNS(=O)(=O)c1ccccc1)Nc1cccc([N+](=O)[O-])c1 | 14 | 97 | 0 | 4 | -8 | -0.4 | 0.2 | 1 | 0 | -2
c1ccc(-c2cn3c(n2)-c2ccccc2C3)cc1 | 7 | 98 | -18 | -2 | -8 | -3.4 | 0.0 | -10 | -8 | -3
COC(=O)c1ccc(-c2noc(CN(Cc3nccn3C)C(C)C)n2)cc1 | 7 | 96 | 1 | 2 | 0 | -0.9 | -0.1 | -1 | 5 | 0
COc1ccc(C(O)(C(C)C)C(CN2CCOCC2)c2ccc(Cl)cc2)cc1 (centres undefined) | 1 | 98 | -5 | -5 | -4 | -0.2 | 0.0 | -8 | 3 | -4
Cc1ccc(NS(=O)(=O)c2ccc(C)c(C(=O)NCC(c3ccccc3)N(C)C)c2)cc1 (centres undefined) | -1 | 96 | -3 | -6 | -1 | -3.7 | 0.5 | -6 | 14 | -6
CCOC(=O)c1ccc(NC(=O)CSc2nc(NC(=O)c3ccccc3)c3c(C)c(C)oc3n2)cc1 | -10 | 88 | -12 | 0 | 1 | 0.4 | 0.7 | 13 | -12 | -5
Cc1nc(C2COc3ccccc3O2)sc1C(=O)O (centres undefined) | -2 | 104 | 0 | 5 | -9 | -0.6 | -0.1 | -1 | -6 | -4
Cc1noc(C)c1COC(=O)COc1ccc2c(C)cc(=O)oc2c1 | -11 | 95 | 2 | 4 | 0 | -2.7 | 0.1 | 60* | 25 | 10
CC12CCC(=O)N1C(C(=O)N1CCN(S(=O)(=O)c3ccc(F)c(F)c3)CC1)CS2 (centres undefined) | 5 | 99 | 0 | -2 | -2 | -0.3 | -0.2 | -2 | 3 | ·
CCc1ccccc1S(=O)(=O)Cc1ccc(C(=O)NCC2CCCO2)o1 (centres undefined) | 8 | 94 | 0 | 1 | -4 | 0.0 | -0.3 | 12 | -7 | -6
COc1cccc(NC(=O)c2nc3ncccn3n2)c1 | 14 | 106 | 1 | -2 | 6 | -1.1 | 0.0 | -2 | -10 | ·
Cc1c(C(=O)N2CCC3(CC2)CC(=O)c2ccccc2O3)cccc1[N+](=O)[O-] | 4 | 101 | -1 | -6 | 14 | -0.1 | 0.4 | -2 | 2 | -1
CCOc1cc(/C=N/N=C(/N)c2nonc2N)cc(Br)c1OCc1ccc(Cl)cc1 | -5 | 98 | 15 | 0 | 5 | -2.5 | -0.7 | -3 | -8 | -6
CCCC1CCC(c2ccc(OCC)cc2)=CC1=O (centres undefined) | 0 | 93 | -6 | 2 | 0 | 2.3 | 0.1 | -10 | -1 | -5
CN1CCC(N(C)C(=S)Nc2ccc(SC(F)F)cc2)CC1 | 3 | 99 | 1 | -4 | -2 | -0.2 | 0.3 | 7 | -12 | -7
COc1ccc(C)c(S(=O)(=O)Nc2ccc(OCC(=O)O)cc2)c1 | · | 98 | -1 | -4 | 11 | -2.0 | 1.0 | 10 | 4 | -2
COC(=O)c1ccccc1NC(=O)/C=N/O | 4 | 98 | 1 | 0 | -1 | 2.8 | 0.4 | -10 | · | -2
COc1ccc(C(=O)Nc2nc3ccccc3s2)c(OC)c1 | -5 | 92 | -20 | 2 | 3 | -0.9 | 0.1 | -20 | -2 | -4
COCCn1c(SCc2cccnc2)nnc1-c1ccco1 | 11 | 90 | 1 | -2 | -2 | -1.2 | -0.1 | 2 | 3 | -4
COc1cc2c(cc1NC(=S)NC(=O)c1c(OC)cccc1OC)oc1ccccc12 | -1 | 113 | 0 | 2 | -17 | -1.7 | 0.3 | -9 | -1 | -4
CC(=O)Nc1cccc(-c2cc(NC(C)=O)c3ncc(-c4cccc(C(C)=O)c4)n3c2)c1 | -7 | 98 | -3 | 0 | -4 | -1.7 | 0.2 | 59* | -4 | -10
COc1ccc(CCNC(=O)Cn2cnc3c2c(=O)n(C)c(=O)n3C)cc1OC | -8 | 97 | 1 | 0 | -1 | 4.0 | 0.3 | 3 | 7 | -5
CCOC(=O)c1c(NC(=O)CCN2C(=O)c3ccccc3C2=O)sc(C(=O)OC(C)C)c1C | -8 | 70* | -3 | -3 | 0 | 0.9 | 0.1 | -9 | -8 | -12
Following part
SMILES | PDI turbidity | ABCB6 inh 2 | Glyco luc inh | m5-HT2A agonist | Exocytosis inh | iPSC survival up | aDG glyco up | Cardio protect | Vif inh | CaV13 ICDI inh
O=C(Nc1ccc(F)c(Cl)c1)c1cc(C2CCCCN2C(=O)C2CC2)on1 (centres undefined) | -7 | 91 | -1 | -2 | -15 | 2.3 | 1.2 | -18 | -6 | -5
CCOC(=O)C1=C(CSc2nc3c(cc2C#N)CN(C)CC3)OC(N)=C(C#N)C1c1ccccc1 (centres undefined) | 2 | 116 | -1 | -5 | 0 | 1.6 | 0.1 | 25 | -4 | -3
CCOC(=O)C(=CNc1ccc2c(c1)nnn2-c1ccc(Cl)cc1)C(=O)OCC | 10 | 98 | -1 | 1 | -2 | 0.9 | 0.3 | -1 | -15 | -5
CCCCOCCCNS(=O)(=O)c1ccccc1 | 5 | 94 | 2 | 5 | -3 | 1.9 | 0.2 | -5 | 9 | -8
Cc1ccc(Nc2nc3ccccc3c(=O)s2)cc1 | 6 | 109 | -1 | 3 | 8 | 1.5 | 0.4 | 10 | -5 | 11
CCn1c(COc2cccc(OC)c2)nnc1SCC(=O)NC1CCCC1 | 7 | 97 | -1 | 8 | -2 | -0.5 | -0.1 | -3 | 51* | -7
CCc1nc2ccccc2[nH]1 | 1 | 104 | 0 | 8 | -4 | -0.3 | 0.0 | -1 | 2 | -8
COc1ccccc1NC(=O)N1C2CCCC1CC(NC(=O)c1ccccc1)C2 (centres undefined) | 6 | 94 | 1 | 4 | -1 | -0.6 | -0.3 | 12 | · | -3
C=CC(c1ccccc1)C(C(=O)c1ccccc1)N(C)C (centres undefined) | -2 | 95 | 2 | -6 | -1 | -0.2 | 0.2 | -4 | -13 | -9
CCOC(=O)c1cccnc1NC(=O)c1ccncc1 | -5 | 98 | 4 | 0 | -1 | 0.0 | -0.1 | 4 | -4 | -5
C#CCOC(=O)CCCC(=O)Nc1ccccc1OC | -7 | 93 | 2 | 18* | -3 | 0.0 | -0.1 | -9 | -7 | -5
CC(=O)Nc1cccc(-c2cnc(NC(C)=O)cn2)c1 | -2 | 93 | 0 | -3 | 5 | -1.9 | -0.3 | 2 | 3 | -7
NC(=O)C(CCC(=O)c1ccc(Br)cc1)S(=O)(=O)c1ccccc1 (centres undefined) | -5 | 102 | -3 | -3 | -1 | 0.8 | 0.0 | 8 | 4 | ·
COC(=O)c1ccc(SCC(=O)N2CCC(C)CC2)c([N+](=O)[O-])c1 | -7 | 92 | 1 | 1 | -3 | -0.8 | -0.2 | 0 | -8 | -2
O=C(CNC(=O)c1ccccc1)OCc1ccc([N+](=O)[O-])cc1 | -6 | 93 | 3 | 1 | -2 | -1.5 | -0.2 | 4 | 3 | -2
Cc1cccc(CSc2nc3c(c(=O)n2C)SCC3)c1 | -1 | 104 | -2 | -3 | 1 | 0.0 | 2.3 | -19 | -10 | -1
Cc1ccn2cc(C34CC5CC(CC(C5)C3)C4)nc2c1 | 6 | 100 | -2 | -5 | 0 | -1.3 | 0.3 | -4 | · | -7
O=C(CSC1=NCCS1)N1CCCCCC1 | 6 | 102 | 1 | 10 | 2 | 0.9 | 0.1 | -4 | · | -5
N#CCCn1cc(C=C(C#N)C#N)c(-c2ccc(-c3ccccc3)cc2)n1 | 8 | 104 | 2 | 1 | -2 | 0.3 | 0.3 | -3 | 10 | -5
C[C@@H]1CN([C@H](C)CO)C(=O)c2cc(-c3ccccc3)cnc2O[C@@H]1CN(C)C(=O)C1CCOCC1 | 2 | 97 | 2 | 6 | 2 | -0.6 | 0.2 | -1 | -4 | -6
CCCc1cc(=O)oc2cc(C)cc(OCC(=O)Nc3ccc(S(N)(=O)=O)cc3)c12 | -4 | 89 | -1 | 7 | -5 | -0.4 | -0.1 | -4 | 12 | -3
Cc1ccc2ncnc(-c3ccccc3)c2c1 | -3 | 98 | -1 | -1 | 17 | 0.9 | 0.0 | 4 | -1 | -14
CC(C)NC(=S)NCc1cccnc1 | 9 | 101 | 1 | -1 | 2 | 1.8 | 0.6 | -2 | 8 | -12
C[C@H]1CN([C@@H](C)CO)S(=O)(=O)c2ccc(C#Cc3ccccn3)cc2O[C@@H]1CN(C)C(=O)C1CC1 | 2 | 91 | -1 | -3 | 2 | -1.8 | 0.3 | 2 | 0 | -7
CCOC(=O)c1ccccc1NC(=O)CN1CCC(n2nnc3cc(F)ccc32)CC1 | -5 | 91 | 0 | -2 | -4 | 0.1 | 0.2 | 6 | -16 | -4
Other structures
SMILES | PDI turbidity | ABCB6 inh 2 | Glyco luc inh | m5-HT2A agonist | Exocytosis inh | iPSC survival up | aDG glyco up | Cardio protect | Vif inh | CaV13 ICDI inh
c1ccc(OCc2nnc3n2CCCCC3)cc1 | 3 | 91 | 1 | 5 | -7 | -0.3 | -0.2 | 4 | -1 | -5
CC1CCN(Cc2c(O)ccc3c2O/C(=C\c2ccco2)C3=O)CC1 | -2 | 101 | 5 | -4 | -5 | 0.0 | 0.0 | 11 | · | ·
Cc1ccc(-c2nc3ccccc3[nH]2)cc1NC(=O)c1sc2ccccc2c1Cl | 2 | 96 | -1 | 3 | -2 | 6.1 | -0.3 | 10 | -2 | ·
CCc1ccc(NS(=O)(=O)c2ccc(OC)c(C)c2)cc1 | 14 | 106 | -1 | 4 | -2 | -0.8 | 0.3 | -14 | 4 | -6
CCCc1cc(=O)n2[nH]c(CCc3ccccc3)nc2n1 | -8 | 98 | 1 | -1 | -4 | -1.6 | -0.3 | -2 | 5 | ·
COc1cccc(-c2coc3c(C)c4oc(=O)c(CCC(=O)O)c(C)c4cc23)c1 | -1 | 101 | 2 | 0 | 24 | -0.5 | 0.1 | -3 | 18 | -2
O=C(COc1coc(CN2CCCc3ccccc32)cc1=O)Nc1ccc([N+](=O)[O-])cc1 | -1 | 693 | 0 | 0 | -4 | 1.4 | -0.1 | 6 | -9 | -17
CCNc1nc(NCC)nc(OCCOC(=O)Nc2ccccc2)n1 | 4 | 97 | 2 | -1 | 1 | 3.1 | 0.0 | 0 | -13 | -4
CCN(C(=O)COC(=O)CSc1ccc(C)cc1C)c1c(N)n(Cc2ccccc2)c(=O)[nH]c1=O | 4 | 95 | -2 | 2 | 1 | -0.2 | 0.4 | 13 | 1 | -2
COCCNc1nc(Nc2ccc(C(=O)OC)cc2)c2sccc2n1 | -2 | 87 | 0 | -1 | -3 | 3.8 | 0.4 | 18 | · | -6
Cn1c(=O)cc(OCC(=O)NC2CCCCC2)c2ccccc21 | 1 | 95 | 4 | 0 | -1 | 2.2 | -0.1 | 2 | 23 | ·
O=C(OCc1cn(-c2ccc(Cl)cc2)nn1)c1ccccc1 | -4 | 99 | 2 | 5 | -5 | -2.2 | 0.0 | -4 | -2 | -5
CCCc1cc(=O)[nH]c2nnc(SCC(=O)Nc3cc(C)on3)n12 | -3 | 95 | 0 | 3 | -8 | 0.4 | 0.2 | 1 | 1 | -2
